Bioassay records deposited in PubChem BioAssay by The Scripps Research Institute Molecular Screening Center.
PME-1 primary: blocks human protein phosphatase methylesterase 1. Q9Y570. recombinant PME-1, FP-Rh probe fluorescence polarization. inhibition, % at 5.9 µM. 320,000 compounds, 0.53% hits;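 active means inhibition above the campaign mean of all compounds plus 3 SD, cut at about 26% in these data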;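 further: competitive labeling of PME-1 active site by serine hydrolase directed probe; 0% = PME-1 with DMSO and 100% = wells lacking PME-1 enzyme; inhibitors block probe labeling so polarization falls and inhibition rises; many of its hits are not listed in these tables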
PAFAH1B2 inh: inhibitors of human PAFAH1B2 | recombinant PAFAH1B2, FP-rhodamine activity probe, fluorescence polarization | AID 492953 | inhibition, % at 3.39 µM | 340,000 compounds, 1.2% hits;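 active means inhibition above the mean of all tested compounds plus 3 SD, cut at about 24% in these data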;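 further: 0% = enzyme with DMSO and 100% = wells lacking PAFAH1B2; many of its hits are not listed in these tables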
Target sequence (P68402 whole entry, looked up): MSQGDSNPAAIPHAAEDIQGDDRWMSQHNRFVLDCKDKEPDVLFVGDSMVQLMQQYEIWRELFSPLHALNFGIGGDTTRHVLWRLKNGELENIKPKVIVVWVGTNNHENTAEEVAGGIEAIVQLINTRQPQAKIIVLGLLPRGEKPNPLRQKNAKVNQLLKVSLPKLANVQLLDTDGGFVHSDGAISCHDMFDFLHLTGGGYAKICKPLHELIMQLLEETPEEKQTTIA
PAD4 inh: PAD4 (human) enzyme inhibition; Q9UM07; recombinant PAD4, RCA probe fluorescence polarization; inhibition, % at 6.36 µM; 330,000 compounds, 0.41% hits; AID 485272;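 active means percent inhibition above a cutoff equal to the mean of all tested compounds plus 3 SD, cut at about 15% in these data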;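 further: 0% = PAD4 with RCA probe and DMSO and 100% = probe without PAD4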
PAFAH1B3 inh: PAFAH1B3 (human) inhibition; Q15102; recombinant PAFAH1B3, FP-rhodamine probe, fluorescence polarization; inhibition, % at 3.39 µM; 340,000 compounds, 0.28% hits;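 active means inhibition above the screen-wide average of all tested compounds plus 3 SD, cut at about 25% in these data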;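 further: 0% = enzyme with DMSO only and 100% = wells lacking PAFAH1B3 protein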
Target sequence (Q15102 whole entry, looked up): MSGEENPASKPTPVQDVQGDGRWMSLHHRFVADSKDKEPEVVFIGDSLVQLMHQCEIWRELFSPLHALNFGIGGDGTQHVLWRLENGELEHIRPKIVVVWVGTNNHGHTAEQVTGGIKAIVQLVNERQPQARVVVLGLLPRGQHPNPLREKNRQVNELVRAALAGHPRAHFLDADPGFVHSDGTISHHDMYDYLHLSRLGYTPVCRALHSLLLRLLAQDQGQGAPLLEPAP
pPAFAH FP inh: pPAFAH (human) enzyme inhibition. 330,000 compounds, 1.5% hits. Q13093. inhibition, % at 3.39 µM. AID 463082. recombinant pPAFAH, FP-rhodamine probe fluorescence polarization;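 active means inhibition above the mean inhibition across the screen plus 3 SD, cut at about 25% in these data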;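 further: inhibitors block binding of the rhodamine activity-based probe so polarization drops; 0% = enzyme with DMSO and 100% = wells lacking pPAFAH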
Target sequence (Q13093 whole entry, looked up): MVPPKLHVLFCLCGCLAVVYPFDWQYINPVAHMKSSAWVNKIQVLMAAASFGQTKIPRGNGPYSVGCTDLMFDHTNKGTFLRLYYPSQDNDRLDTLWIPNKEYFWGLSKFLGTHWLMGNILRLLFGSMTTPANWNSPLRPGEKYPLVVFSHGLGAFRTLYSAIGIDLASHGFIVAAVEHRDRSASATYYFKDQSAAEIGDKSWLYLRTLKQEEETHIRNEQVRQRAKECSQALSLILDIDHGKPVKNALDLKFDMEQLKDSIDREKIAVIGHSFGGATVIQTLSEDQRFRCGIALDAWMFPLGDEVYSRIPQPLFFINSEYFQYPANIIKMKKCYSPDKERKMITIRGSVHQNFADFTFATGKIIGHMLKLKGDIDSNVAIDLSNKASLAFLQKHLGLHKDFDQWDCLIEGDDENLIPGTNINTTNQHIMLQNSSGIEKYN
Fam108B counter: counter-screen for RBBP9 inhibitors: inhibitors of mouse Fam108B. inhibition, % at 9.51 µM. recombinant Fam108B, FP-Rh probe fluorescence polarization. 300,000 compounds, 0.33% hits. AID 1947;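 active means inhibition above the screen mean inhibition plus 3 SD, computed separately per campaign, cut at about 18% in these data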;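 further: inhibitors lower polarization as less probe binds the enzyme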
GSTO1 inh: blocks human GSTO1 in RBBP9 counter-screen | recombinant GSTO1, activity-based probe fluorescence polarization | P78417 | 300,000 compounds, 1.1% hits | inhibition, % at 5.96 µM;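 active means inhibition above the campaign mean inhibition plus 3 SD, cut at about 35% in these data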;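 further: 0% = GSTO1-1 with DMSO and 100% = wells lacking GSTO1-1 enzyme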
LYPLA1 counter: counter-screen for PME1 inhibitors: inhibitors of human LYPLA1; recombinant LYPLA1, FP-Rh probe fluorescence polarization; 320,000 compounds, 0.16% hits; O75608; inhibition, % at 5.9 µM;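 active means inhibition above the mean of all tested compounds plus 3 SD, set per campaign, cut at about 14% in these data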;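 further: inhibitors block serine hydrolase probe labeling of LYPLA1 so polarization falls; 0% = enzyme with DMSO and 100% = wells lacking LYPLA1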
PAFAH2 FP inh: inhibitors of human PAFAH2; 340,000 compounds, 0.99% hits; AID 492956; Q99487; inhibition, % at 3.39 µM; recombinant PAFAH2, FP-rhodamine activity probe, fluorescence polarization;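 active means inhibition above the mean over all tested compounds plus 3 SD, cut at about 30% in these data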;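 further: inhibitors block probe labeling of enzyme so polarization drops; 0% = enzyme with DMSO and 100% = wells lacking PAFAH2 protein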
An asterisk follows results filed as active. Only part of the results is shown (hit frequency here may not be typical).

Screening CN(C)/C=N/C(=S)Nc1ccccc1Cl returned PME-1 primary 1, PAFAH1B2 inh 11, PAD4 inh -3, PAFAH1B3 inh 6, pPAFAH FP inh 2, Fam108B counter 5, GSTO1 inh 5, LYPLA1 counter -2 and PAFAH2 FP inh 4.
Cc1csc(=O)n1CCC(=O)OCc1nnc(-c2ccccc2Cl)o1 was read as PAFAH1B2 inh 7, PAD4 inh -1, PAFAH1B3 inh 6, pPAFAH FP inh 7 and PAFAH2 FP inh 5.
For CCCn1c(=N)c(C#N)cc2c(=O)n3ccccc3nc21 the results were PME-1 primary -1, PAFAH1B2 inh -6, PAD4 inh -4, PAFAH1B3 inh 4, pPAFAH FP inh -1, Fam108B counter -1, GSTO1 inh 1, LYPLA1 counter -3 and PAFAH2 FP inh -1.
O=C(CNC(=O)c1cccc(OC(F)F)c1)OCC(=O)c1ccccc1 was read as PME-1 primary 1, PAFAH1B2 inh 0, PAD4 inh -1, PAFAH1B3 inh 5, pPAFAH FP inh 0, Fam108B counter -2, GSTO1 inh 2, LYPLA1 counter -1 and PAFAH2 FP inh 18.
For CCN(C(=O)CN1C=NS(=O)(=O)c2ccccc21)c1ccccc1 the results were PME-1 primary 1, PAFAH1B2 inh 1, PAD4 inh -2, PAFAH1B3 inh 2, pPAFAH FP inh 1, Fam108B counter -3, GSTO1 inh 4, LYPLA1 counter 0 and PAFAH2 FP inh 2.
For CSc1ccc(/C=C(\NC(=O)c2ccc(C)cc2)C(=O)NN)cc1 the results were PME-1 primary -7, PAD4 inh -6, pPAFAH FP inh -7, Fam108B counter -8, GSTO1 inh -13 and LYPLA1 counter -7.
For CCOc1ccc(Nc2oc(Cc3ccccc3)nc2C#N)cc1 the results were PME-1 primary 10, PAFAH1B2 inh 3, PAD4 inh 5, PAFAH1B3 inh 3, pPAFAH FP inh 6, Fam108B counter 3, GSTO1 inh 1, LYPLA1 counter 5 and PAFAH2 FP inh 4.
`CSc1cccc(NC(=O)C2C3C=CC4(O3)C2C(=O)N(CCN2CCOCC2)C4C(=O)NC2CCCCC2)c1` (centres undefined) gave PME-1 primary -1, PAFAH1B2 inh 9, PAD4 inh 3, PAFAH1B3 inh 2, pPAFAH FP inh 4, Fam108B counter -2, GSTO1 inh 5, LYPLA1 counter 3 and PAFAH2 FP inh -10.
Screening COc1cccc(/C=C/C(=O)OCC(=O)NC(=O)NC2CCCC2)c1 returned PME-1 primary 0, PAFAH1B2 inh 5, PAD4 inh -1, PAFAH1B3 inh 8, pPAFAH FP inh 0, LYPLA1 counter 4 and PAFAH2 FP inh 20.
For COCCn1c(=S)[nH]c2sc3c(c2c1=O)CCC(C)C3 (centres undefined) the results were PME-1 primary -1, PAFAH1B2 inh 6, PAD4 inh 2, PAFAH1B3 inh 4, pPAFAH FP inh 8, Fam108B counter -3, GSTO1 inh -9, LYPLA1 counter -3 and PAFAH2 FP inh 19.

Retrieved by structure from above:
For CCOc1ccc(Nc2oc(Cc3ccccc3)nc2C#N)cc1 the results were PME-1 primary 10, PAFAH1B2 inh 3, PAD4 inh 5, PAFAH1B3 inh 3, pPAFAH FP inh 6, Fam108B counter 3, GSTO1 inh 1, LYPLA1 counter 5 and PAFAH2 FP inh 4.
Cc1csc(=O)n1CCC(=O)OCc1nnc(-c2ccccc2Cl)o1 was read as PAFAH1B2 inh 7, PAD4 inh -1, PAFAH1B3 inh 6, pPAFAH FP inh 7 and PAFAH2 FP inh 5.
For CCCn1c(=N)c(C#N)cc2c(=O)n3ccccc3nc21 the results were PME-1 primary -1, PAFAH1B2 inh -6, PAD4 inh -4, PAFAH1B3 inh 4, pPAFAH FP inh -1, Fam108B counter -1, GSTO1 inh 1, LYPLA1 counter -3 and PAFAH2 FP inh -1.
Screening CN(C)/C=N/C(=S)Nc1ccccc1Cl returned PME-1 primary 1, PAFAH1B2 inh 11, PAD4 inh -3, PAFAH1B3 inh 6, pPAFAH FP inh 2, Fam108B counter 5, GSTO1 inh 5, LYPLA1 counter -2 and PAFAH2 FP inh 4.

New compounds follow
COc1ccc(C)c2sc(N3CCCC3)nc12 was read as PME-1 primary 1, PAFAH1B2 inh 3, PAD4 inh -3, PAFAH1B3 inh -5, pPAFAH FP inh 0, Fam108B counter -3, GSTO1 inh -3, LYPLA1 counter -1 and PAFAH2 FP inh 6.
O=C(O)c1ccc(OCC(F)(F)F)nc1 was read as PME-1 primary 2, PAFAH1B2 inh 9, PAD4 inh -1, PAFAH1B3 inh 9, pPAFAH FP inh 3, Fam108B counter 2, GSTO1 inh -1, LYPLA1 counter -1 and PAFAH2 FP inh 4.
Screening CC(=O)Nc1cccc(C(=O)NC2CCCc3c2cnn3-c2ccccc2F)c1 (centres undefined) returned PME-1 primary 5, PAFAH1B2 inh 7, PAD4 inh 2, PAFAH1B3 inh -1, pPAFAH FP inh 2, Fam108B counter 1, GSTO1 inh 0, LYPLA1 counter -1 and PAFAH2 FP inh -2.
`CC1(C)CC[C@]2(C(=O)O)[C@H](O)C[C@]3(C)C(=CCC4[C@@]5(C)C[C@H](O)[C@H](O)[C@@](C)(CO)C5CC[C@]43C)[C@@H]2C1` (some centres undefined) gave PME-1 primary -2, PAFAH1B2 inh 5, PAD4 inh -4, PAFAH1B3 inh 9, pPAFAH FP inh 0, Fam108B counter 3, GSTO1 inh -5, LYPLA1 counter 2 and PAFAH2 FP inh 3.
For O=C(N/N=C/c1ccoc1)c1ccccc1F the results were PME-1 primary 2, PAFAH1B2 inh 0, PAD4 inh -4, PAFAH1B3 inh 15, pPAFAH FP inh 3, Fam108B counter 2, GSTO1 inh 9, LYPLA1 counter 4 and PAFAH2 FP inh 4.
`Cc1cc(C(=O)OCC(=O)NCc2ccc3c(c2)OCO3)c2ccccc2n1` gave PME-1 primary -4, PAFAH1B2 inh 4, PAD4 inh -10, PAFAH1B3 inh 9, pPAFAH FP inh 8, Fam108B counter 1, GSTO1 inh -1, LYPLA1 counter -3 and PAFAH2 FP inh 1.
COC(=O)c1ccccc1CCC(C)=O was read as PME-1 primary -5, PAFAH1B2 inh -4, PAD4 inh 0, PAFAH1B3 inh 0, pPAFAH FP inh -1, Fam108B counter 4, GSTO1 inh 25, LYPLA1 counter 1 and PAFAH2 FP inh 6.
For O=C(NCc1ccco1)C1Cc2cc(Cl)ccc2O1 (centres undefined) the results were PME-1 primary -1, PAFAH1B2 inh 5, PAD4 inh 2, PAFAH1B3 inh -7, pPAFAH FP inh 8, Fam108B counter -3, GSTO1 inh 5, LYPLA1 counter 2 and PAFAH2 FP inh 17.
Screening COc1ccccc1NC(=O)c1nn(-c2cccc(C(F)(F)F)c2)ccc1=O returned PME-1 primary -1, PAFAH1B2 inh -6, PAD4 inh 5, PAFAH1B3 inh 6, pPAFAH FP inh -15, Fam108B counter -4, GSTO1 inh 19, LYPLA1 counter -4 and PAFAH2 FP inh -4.
`Cc1cc(C(=O)COC(=O)c2ccc(Cl)c(S(N)(=O)=O)c2)c(C)n1CC1CCCO1` (centres undefined) gave PME-1 primary 2, PAFAH1B2 inh -7, PAD4 inh -3, PAFAH1B3 inh 2, pPAFAH FP inh 3, Fam108B counter 2, GSTO1 inh 7, LYPLA1 counter 3 and PAFAH2 FP inh 2.
Screening COc1cc(-n2c(=O)c3ccccc3n(Cc3ccccc3)c2=O)cc(OC)c1OC returned PME-1 primary -1, PAFAH1B2 inh -1, PAD4 inh -1, PAFAH1B3 inh 3, pPAFAH FP inh -4, Fam108B counter -1, GSTO1 inh 10, LYPLA1 counter -4 and PAFAH2 FP inh -9.
COc1ccc2ccccc2c1/C=N/NC(=O)c1nnn(-c2nonc2N)c1C(C)C was read as PME-1 primary -17, PAFAH1B2 inh -10, PAD4 inh -4, PAFAH1B3 inh -10, pPAFAH FP inh -14, Fam108B counter -23, GSTO1 inh -4, LYPLA1 counter -19 and PAFAH2 FP inh -24.
Screening O=C(NCc1ccco1)C(c1ccncc1)N(C(=O)Cc1cccs1)c1ccccc1 (centres undefined) returned PME-1 primary -5, PAFAH1B2 inh 4, PAD4 inh -5, PAFAH1B3 inh 2, pPAFAH FP inh -10, Fam108B counter 1, GSTO1 inh -2, LYPLA1 counter -4 and PAFAH2 FP inh 4.
For COc1ccc(N2CCN(C(=O)c3csc4ccccc34)CC2)cc1 the results were PME-1 primary 11, PAFAH1B2 inh -3, PAD4 inh -3, PAFAH1B3 inh -3, pPAFAH FP inh 3, Fam108B counter 1, GSTO1 inh 0, LYPLA1 counter 1 and PAFAH2 FP inh -3.
`CCn1cc(C(=O)NCCc2ccc(C)cc2)c(=O)c2cc(S(=O)(=O)N(C)C)ccc21` gave PME-1 primary -4, PAD4 inh -2, pPAFAH FP inh -3, Fam108B counter 0, GSTO1 inh -5 and LYPLA1 counter 6.
Screening CCN(CC(=O)Nc1c(F)cccc1F)C(=O)CN1C(=O)C2CCCCC2C1=O (centres undefined) returned PME-1 primary -2, PAFAH1B2 inh 7, PAD4 inh -1, PAFAH1B3 inh 1, pPAFAH FP inh -1, LYPLA1 counter -3 and PAFAH2 FP inh 4.
COc1ccc2[nH]c3c(c2c1)CCN1C(=O)N([C@@H](C)C(=O)NCc2ccco2)C(=O)[C@]31C was read as PME-1 primary 1, PAFAH1B2 inh 5, PAD4 inh -3, PAFAH1B3 inh 2, pPAFAH FP inh 5, Fam108B counter 0, GSTO1 inh 9, LYPLA1 counter 3 and PAFAH2 FP inh -5.
`O=C1CCCC/C=C\C[C@H](CC(=O)N(CCO)Cc2ccccc2)C(=O)N2CCC[C@@H]2CO1` gave PAFAH1B2 inh 3, PAD4 inh 1, PAFAH1B3 inh -4, pPAFAH FP inh 1 and PAFAH2 FP inh 0.
O=C(CN1CCN(S(=O)(=O)c2ccc(Cl)s2)CC1)NCc1ccc(Cl)cc1 was read as PME-1 primary 10, PAFAH1B2 inh 16, PAD4 inh 2, PAFAH1B3 inh 2, pPAFAH FP inh -1, Fam108B counter 3, GSTO1 inh 11, LYPLA1 counter 0 and PAFAH2 FP inh 8.
COc1ccccc1OCC#CCn1ccnc1 was read as PME-1 primary -3, PAFAH1B2 inh -4, PAD4 inh -5, PAFAH1B3 inh 2, pPAFAH FP inh 2, Fam108B counter 2, GSTO1 inh 3, LYPLA1 counter -1 and PAFAH2 FP inh 7.
`COc1ccccc1CNC(=O)CS(=O)(=O)c1ccccc1` gave PME-1 primary -2, PAFAH1B2 inh 5, PAD4 inh -2, PAFAH1B3 inh 1, pPAFAH FP inh -1, Fam108B counter 1, GSTO1 inh -1, LYPLA1 counter -4 and PAFAH2 FP inh 1.
For COc1ccc(CCC(=O)NCCS(=O)(=O)N2CCN(c3ccccc3F)CC2)cc1 the results were PME-1 primary 2, PAFAH1B2 inh 6, PAD4 inh 0, PAFAH1B3 inh 6, pPAFAH FP inh 1, Fam108B counter 6, GSTO1 inh 11, LYPLA1 counter -2 and PAFAH2 FP inh -2.
`O=C(O)c1cc(-c2cccs2)nc2ccc(Br)cc12` gave PME-1 primary -1, PAFAH1B2 inh 9, PAD4 inh 3, PAFAH1B3 inh 5, pPAFAH FP inh 4, Fam108B counter -6, GSTO1 inh -19, LYPLA1 counter -2 and PAFAH2 FP inh 7.
